High-throughput results deposited in PubChem by Sanford-Burnham Center for Chemical Genomics.
Lipid droplet: modulators of hepatic lipid droplet formation. AML12 mouse hepatocytes, oleate lipid droplets, BODIPY imaging. inhibition, % at 6.5 µM. actives 0.4% (n = 240,000). AID 1656;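 active = lipid droplet intensity inhibited by at least 50%, with more than 500 cells counted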
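Assay system: AML12 mouse liver cells | Compound dosing: One dose, 6.5 µM compound | Read-out basis: Droplet intensity reduction, % inhibition | Measured by: Fluorescence imaging, 20x objective, two fields per well | Schedule: Overnight treatment with compound plus oleate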
Lipid droplet cells 6.5 µM: also measured in Lipid droplet; calls as there; cell count; measured here: cell count, cytotoxicity flag;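 cells counted across two imaged fields per well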
Starred values were filed as active, the others as inactive. Not all compounds are listed; rates above refer to the full screens.

SMILES	Lipid droplet	Lipid droplet cells 6.5 µM
CC(NC(=O)c1ccccc1Br)c1nnc(SCC(=O)NC2=NCCS2)n1C (configuration not stated)	-3	822
Cc1cc(C)n(C(C)CC(=O)Nc2ccc(-c3ccno3)cc2)n1 (configuration not stated)	-19	717
COc1ccc(S(=O)(=O)N(CC(=O)NC2CC3CCC2C3)c2ccccc2OC)cc1 (configuration not stated)	-9	819
CCCCN(CCCNC(=O)CN1C(=O)COc2ccc(S(=O)(=O)N3CCC(C)CC3)cc21)Cc1ccccc1	-12	732
COc1cc(CNC(=O)c2ccccc2NC(=O)C2=C(C)OCCS2)cc(OC)c1OC	-19	706
CCC(=O)N1CCc2cc(S(=O)(=O)CCC(=O)NCc3ccc(OC)cc3)ccc21	0	753
Cc1ccccc1CNC(=O)C(=O)NCC1OCCCN1S(=O)(=O)c1ccc(F)cc1C (configuration not stated)	-7	679
O=C(CSc1nnc(-c2ccc(F)cc2)o1)N1CCCCC1	-14	782
Cc1ccc(NS(=O)(=O)c2ccc(C(=O)N3CC(C)OC(C)C3)cc2)cc1 (configuration not stated)	-23	692
CC(=O)c1cccc(OCc2cc(C(=O)N3C[C@@H](C)O[C@@H](C)C3)no2)c1	-2	737
O=C(Nc1ccccc1)/C(=C\c1ccco1)NC(=O)c1ccco1	-7	795
CC(C)n1c(N2CCCC2)nc2c1c(=O)[nH]c(=O)n2C	11	829
COCCNS(=O)(=O)c1ccc(Cl)c(C(=O)NC2CCN(Cc3ccccc3)CC2)c1	5	748
CCCN1CC(=O)N2C(c3ccccc3)c3[nH]c4ccccc4c3C[C@H]2C1=O (some centres not stated)	-3	808
CCN(Cc1ccccc1)CC(O)COC(c1ccc(OC)cc1)c1ccc(OC)cc1 (configuration not stated)	1	828
Cc1c(C)c2ccc(OCC(=O)NCCCn3ccnc3)c(C)c2oc1=O	-10	668
Cc1ccc(NC(=O)C2C3C=CC4(O3)C2C(=O)N(CCCN2CCCCC2)C4C(=O)NC2CCCCC2)cc1Cl (configuration not stated)	2	771
CC(=O)COC(=O)c1ccc2noc(-c3ccccc3)c2c1	-6	758
COC(=O)c1cc(CN2CCN(c3ccccc3)CC2)ccc1O	-6	776
N=c1c(C(=O)NC2CCCCC2)cc2c(=O)n3ccccc3nc2n1Cc1cccnc1	-16	778
COC(CNC(=O)C1CC(=O)N(CCc2ccc(C)cc2)C1)OC (configuration not stated)	4	816
Cc1ccc(NS(=O)(=O)c2ccc(C(=O)NCC(c3ccco3)N(C)C)cc2)cc1 (configuration not stated)	-7	686
C=C(C)C1CC=C(CN2CCN(Cc3ccccc3)CC2)CC1 (configuration not stated)	0	779
CCOC(=O)/C(C#N)=C/c1c(N2CCN(c3ccccc3)CC2)nc2ccccn2c1=O	-5	692
COc1ccc(NC(=O)c2cc(C)no2)cc1Cl	2	805
Cc1ccc(NC(=O)c2cc3ccccc3cc2O)cc1	5	874
CCn1c(/N=C/c2ccccc2O)nc2ccccc21	-6	766
COc1cccc(-c2c(C#N)c(N)nc3c2c(C)nn3-c2ccccc2)c1O	-15	805
Cc1c(C(=O)NC(C)c2ccc(-n3ccnc3)cc2)cccc1[N+](=O)[O-] (configuration not stated)	7	669
Cc1cccc2c3nc4ccccc4nc3n(C)c12	10	810
Cc1cc2nc(/C(C#N)=C\c3ccc(-c4ccccc4C(=O)O)o3)[nH]c2cc1C	-15	792
CCOc1ccc(NC(=O)CSc2ccc3nnc(-c4cccnc4)n3n2)cc1	-1	864
Cc1cc(Cl)c2oc(C(=O)N(C)C(C)c3ccccn3)c(C)c2c1 (configuration not stated)	-43	715
OC(COc1ccc(Br)cc1)Cn1ccnc1 (configuration not stated)	15	803
CC(NC(=O)CN(c1ccc(F)cc1)S(C)(=O)=O)c1ccccc1 (configuration not stated)	-18	860
CCOC(=O)C1(Cc2cccc(OC)c2)CCCN(CCO)C1 (configuration not stated)	-4	789
O=C(Nc1ccc(S(=O)(=O)Nc2ncccn2)cc1)C12CC3CC(CC(C3)C1)C2	14	718
CC(C)CNC(=O)c1cccc(NC(=O)c2ccc3c(c2)C(=O)N(C)C3=O)c1	-10	823
O=C(NCc1ccc(F)cc1)C(c1ccccc1)N(C(=O)c1csnn1)c1ccccc1 (configuration not stated)	9	733
O=C(CNS(=O)(=O)c1ccc(Br)cc1)N1CCN(Cc2ccccc2)CC1	-25	696
COc1ccc(-c2cc3c(=O)n(CC(=O)NCc4ccc(F)cc4)ncn3n2)cc1	1	804
CN(C)CCCN(C(=O)c1ccc(S(=O)(=O)N2CCCCC2)cc1)c1nc2cc3c(cc2s1)OCO3	2	831
Cc1ccc(CNC(=O)C2CCC(=O)N(C3CC3)C2)cc1 (configuration not stated)	-2	721
COc1cc(NC(=O)c2cccnc2)c(Cl)cc1NC(=O)c1ccccc1	1	834
Cc1cc(C)cc(C(=O)Nc2cccnc2Cl)c1	-28	766
O=C(Nc1cccc2ncccc12)c1ccccc1F	-1	865
CC(C)(C)c1ccc(C(=O)NCC(=O)N/N=C/c2cccs2)cc1	24	695
CN1CCN(CCCNC(=O)c2ccc(/C=C3\Oc4ccccc4N(Cc4ccccc4F)C3=O)cc2)CC1	-7	731
COc1ccc(NC2CCCN(C(=O)C3=NN(C)C(=O)CC3)C2)cc1OC (configuration not stated)	12	716
O=C(NNS(=O)(=O)c1ccc(F)cc1)c1ccc([N+](=O)[O-])cc1Cl	4	825
CCCCCCCCCCOC(=O)Cn1c(COc2ccc(Cl)cc2)[n+](C)c2ccccc21	11	741
Cc1ccccc1C(=O)NC1CC2CCCC(C1)N2C(=O)Nc1ccccc1 (configuration not stated)	-1	804
COc1cc2ccccc2cc1C(=O)Nc1sc2c(c1C(N)=O)CCN(C(C)C)C2	-20	735
COc1cccc(C(=O)Nc2ccc3c(c2)C(=O)N(CC2CCCO2)C3=O)c1 (configuration not stated)	10	847
CCCC(C(=O)NCc1ccco1)N(Cc1ccco1)C(=O)CNS(=O)(=O)c1ccccc1 (configuration not stated)	-25	738
CCCn1nnnc1NCc1ccc(SC)cc1	-9	805
Cc1ccc(CCNC(=O)CCS(=O)(=O)Cc2ccc(C)cc2)cc1	-5	799
Cc1cccc(N2CCN(C(=O)CCNS(=O)(=O)c3ccc4c(c3)oc(=O)n4C)CC2)c1C	-11	690
COc1cc(C(=O)OCc2cc(=O)oc3c(C)c(C)ccc23)ccc1OC(F)F	15	830
CCOC(=O)C1(Cc2ccc(Cl)cc2)CCN(C2CCC2)CC1	10	816

Next part
SMILES	Lipid droplet	Lipid droplet cells 6.5 µM
O=C(O)c1ccccc1C(=O)Nc1nc(-c2ccccc2)cs1	-4	869
C=CCn1c(=O)c(CCC(=O)Nc2ccc(N3CCOCC3)cc2)nc2cc(C(F)(F)F)ccc21	-1	713
CC(=O)NCCc1nc2cc(NS(=O)(=O)c3ccc(Cl)cc3)ccc2n1C	7	842
O=C(CSc1ccccc1)N1CCCC(N2CCN(c3cccc(Cl)c3)CC2)C1 (configuration not stated)	-6	673
Cc1ccc(S(=O)(=O)Nc2ccccc2C(=O)N2CCN(C)CC2)cc1	-4	842
CC[C@@]12C(=O)N(c3ccc(C)cc3)C(=O)N1[C@H](c1ccc(Br)cc1)[C@@H]1C(=O)N(C(C)(C)C)C(=O)[C@@H]12	4	787
CCCOC1CCCN(C(=O)c2ccc(OC3CCN(C(=O)CCOC)CC3)cc2)C1 (configuration not stated)	3	699
COc1ccc(NC(=O)C2CCCN(CCCc3ccccc3)C2)cc1OCC(C)C (configuration not stated)	-24	777
CS(=O)(=O)c1nc(S(=O)(=O)c2ccc(Cl)cc2)c(N2CCCCC2)s1	-14	690
CC1(c2ccc3ccccc3c2)NC(=O)N(CC(=O)N2CCN(S(=O)(=O)c3ccccc3F)CC2)C1=O (configuration not stated)	-5	794
COc1ccc(CNC(=O)C2CCN(S(=O)(=O)c3cccc4nonc34)CC2)cc1	-2	780
CC(=O)c1ccc(NC(=O)CCCN2C(=O)C(c3ccccc3)Oc3cccnc32)cc1 (configuration not stated)	-17	697
CCCc1cc(C(=O)Nc2ccc(C(=O)c3ccc(F)cc3)cc2)n(C)n1	-5	848
Cc1ccc(S(=O)(=O)Nc2ccc3c(c2)C(=O)NC3=O)cc1[N+](=O)[O-]	-9	726
CCOC(=O)N1CCN(C(=O)c2ccccc2N(Cc2ccccc2)S(=O)(=O)c2ccccc2)CC1	-14	822
COCCNC(=O)c1ccc(C2SCC(=O)N2CCc2ccccc2)cc1 (configuration not stated)	-3	778
CCCCSCCCNC(=O)c1cn(CC)c2ccc(S(=O)(=O)N3CCOCC3)cc2c1=O	0	740
COc1ccc(/C=C2\SC(=S)N(CCCC(=O)Nc3ccccc3C(=O)O)C2=O)cc1OC	0	734
COc1ccc(C2N(C(C)=O)CCN2S(=O)(=O)c2ccc(C)cc2)cc1 (configuration not stated)	17	701
Cc1occc1-c1nnc(SCC(=O)Nc2ccc(F)cc2)n1C	-9	824

As a short view, part of the list above:
SMILES	Lipid droplet	Lipid droplet cells 6.5 µM
Cc1ccc(S(=O)(=O)Nc2ccc3c(c2)C(=O)NC3=O)cc1[N+](=O)[O-]	-9	726
CCOC(=O)N1CCN(C(=O)c2ccccc2N(Cc2ccccc2)S(=O)(=O)c2ccccc2)CC1	-14	822

Continuation:
SMILES	Lipid droplet	Lipid droplet cells 6.5 µM
COc1ccc(NC(=O)Cn2nnc(C(=O)NCc3cccs3)c2N)cc1OC	20	804
CCCCn1c(CCNC(=O)c2ccco2)nc2ccccc21	-2	643
CCC(C(=O)NCCCN(CC)Cc1ccccc1)n1nc(C)c2sc3ccccc3c2c1=O (configuration not stated)	16	740
COc1ccccc1CC(=O)Nc1ccc(NC(=O)c2cccs2)cc1	-3	856
O=C(CCCN1C(=O)S/C(=C\C=C\c2ccccc2)C1=O)Nc1ccc(C(=O)O)cc1	4	728
CCC(C)(C)NC(=O)C(c1ccc(OC)cc1)N(C(=O)CCC(=O)Nc1cc(C)on1)c1cc(OC)ccc1OC (configuration not stated)	-6	768
COc1ccc(-n2nc(C(=O)NCC(=O)N3CCN(C)CC3)c3ccccc3c2=O)cc1	10	793
Cc1ccc(S(=O)(=O)N2CCN(C(=O)Cc3ccsc3)CC2)c(C)c1	-5	844
CNC(C)C#Cc1ccc2sc3cccc(OC)c3c(=O)c2c1 (configuration not stated)	-17	776
CC1CCN(c2ccc([N+](=O)[O-])cc2C(=O)N2CCOCC2)CC1	2	789
CCOc1ccc(S(=O)(=O)N2CCC(C(=O)NCC3CCCO3)CC2)cc1Cl (configuration not stated)	-4	740
CC(=O)Nc1ccccc1OCC(O)CS(=O)(=O)c1ccc(C(F)(F)F)cn1 (configuration not stated)	-13	788
CCC(C)CCN1C(Nc2ccccc2)=NC[C@@H]1Cc1ccccc1 (some centres not stated)	-6	798
N#Cc1ccc(OC(=O)Cc2ccsc2)cc1	0	812
O=C(Nc1ccccc1F)N1CCc2ccccc2C1	-7	786
COc1ccccc1NC(=O)COC(=O)CC(C)(C)CC1=NS(=O)(=O)c2ccccc2N1	-2	710
CC(C)[C@H](N[C@@H](C)c1ccccc1)c1c(O)ccc2ccccc12	-12	805
Cc1cccc(C(=O)NNC(=O)CSc2nnc(C(C)C)n2C)c1	-3	737
CCS(=O)(=O)c1ccc2c(c1)N(S(=O)(=O)c1cccs1)CC(C(=O)O)O2 (configuration not stated)	12	881
Cc1nnc(C)n1/N=C/c1ccc(-c2ccccc2Cl)o1	20	729
CCOCCCNC(=O)CN1C(=O)NC(Cc2c[nH]c3ccccc23)C1=O (configuration not stated)	-1	840
CC(C)CCN(CC(=O)NCc1ccc(F)cc1)S(=O)(=O)c1ccccc1F	-3	862
CC(C)(C)c1ccc(CN2C(=O)c3ccccc3S2(=O)=O)cc1	2	768
CCN1CCc2c(sc(NC(=O)c3ccc4ccccc4c3)c2C(N)=O)C1	2	761
COc1cc(C#N)c(NS(=O)(=O)c2ccc3[nH]c(=O)sc3c2)cc1OC	-6	778
S=C(Nc1cccc(Cl)c1)Nc1ccc2c(c1)OCCO2	-23	768
Cc1cnc(C(=O)OCc2ccc(Br)cc2F)cn1	8	795
COc1cc(NC(=O)C2Cc3ccccc3CN2S(C)(=O)=O)cc(OC)c1 (configuration not stated)	-4	778

15 entries from above, with values under each structure:
The line under a structure holds: Lipid droplet, Lipid droplet cells 6.5 µM
N#Cc1ccc(OC(=O)Cc2ccsc2)cc1
 : 0, 812
O=C(Nc1ccccc1F)N1CCc2ccccc2C1
 : -7, 786
COc1ccccc1NC(=O)COC(=O)CC(C)(C)CC1=NS(=O)(=O)c2ccccc2N1
 : -2, 710
CC(C)[C@H](N[C@@H](C)c1ccccc1)c1c(O)ccc2ccccc12
 : -12, 805
Cc1cccc(C(=O)NNC(=O)CSc2nnc(C(C)C)n2C)c1
 : -3, 737
CCS(=O)(=O)c1ccc2c(c1)N(S(=O)(=O)c1cccs1)CC(C(=O)O)O2 (configuration not stated)
 : 12, 881
Cc1nnc(C)n1/N=C/c1ccc(-c2ccccc2Cl)o1
 : 20, 729
CCOCCCNC(=O)CN1C(=O)NC(Cc2c[nH]c3ccccc23)C1=O (configuration not stated)
 : -1, 840
CC(C)CCN(CC(=O)NCc1ccc(F)cc1)S(=O)(=O)c1ccccc1F
 : -3, 862
CC(C)(C)c1ccc(CN2C(=O)c3ccccc3S2(=O)=O)cc1
 : 2, 768
CCN1CCc2c(sc(NC(=O)c3ccc4ccccc4c3)c2C(N)=O)C1
 : 2, 761
COc1cc(C#N)c(NS(=O)(=O)c2ccc3[nH]c(=O)sc3c2)cc1OC
 : -6, 778
S=C(Nc1cccc(Cl)c1)Nc1ccc2c(c1)OCCO2
 : -23, 768
Cc1cnc(C(=O)OCc2ccc(Br)cc2F)cn1
 : 8, 795
COc1cc(NC(=O)C2Cc3ccccc3CN2S(C)(=O)=O)cc(OC)c1 (configuration not stated)
 : -4, 778
